Bioassay records (PubChem BioAssay)
CHO-K1 Ca PAM: M1 PAM counterscreen hit in parental CHO-K1 cells; ATP EC20, Fluo-8 calcium fluorescence; 0% at ATP EC20, 100% at ATP max; activation, % at 3 µM; hit rate 0.02% among 360,000; AID 602247;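 active means activation above the run cutoff, the mean activation of all test compounds plus 3 SD, cut at about 40% in these data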;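 further: peak over basal fluorescence ratio in a 140 s read after ATP addition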
M1 antag: blocks human M1 muscarinic receptor. CHO-K1 hM1, Fluo-8 calcium fluorescence, ACh EC80 antagonist. hit rate 1.3% among 360,000. P11229. inhibition, % at 3 µM;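 active means percent inhibition above its own plate's cutoff, namely the mean of that plate's compound wells plus 3 SD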;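 further: peak over basal fluorescence ratio during 140 s after agonist addition; 0% = ACh EC80 plus DMSO and 100% = DMSO alone without agonist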
Target sequence (P11229 whole entry, looked up): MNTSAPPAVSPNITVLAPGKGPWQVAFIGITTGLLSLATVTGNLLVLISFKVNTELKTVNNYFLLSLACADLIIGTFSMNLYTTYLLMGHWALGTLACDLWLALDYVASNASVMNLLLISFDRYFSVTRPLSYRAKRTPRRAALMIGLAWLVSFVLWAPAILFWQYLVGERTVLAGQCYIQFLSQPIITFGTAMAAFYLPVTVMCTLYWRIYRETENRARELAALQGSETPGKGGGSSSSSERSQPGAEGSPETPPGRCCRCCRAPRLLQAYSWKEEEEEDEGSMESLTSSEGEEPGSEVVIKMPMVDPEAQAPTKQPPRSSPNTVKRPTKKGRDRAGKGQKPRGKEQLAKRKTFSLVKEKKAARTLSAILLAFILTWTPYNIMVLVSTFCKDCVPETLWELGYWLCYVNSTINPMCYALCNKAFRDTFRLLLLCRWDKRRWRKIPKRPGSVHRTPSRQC
CHRM1 agonist: agonists of human M1 muscarinic receptor | activation, % at 3 µM | AID 588814 | hit rate 0.33% among 360,000 | CHO-K1 hM1, Fluo-8 calcium fluorescence, agonist mode; 0% DMSO, 100% acetylcholine EC100;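 active means activation above the run's mean compound activation plus 3 SD, cut at about 16% in these data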;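 further: peak over basal fluorescence ratio within a 140 s kinetic read after compound addition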
TAAR1 antagonist: antagonists of human TAAR1 | hit rate 1.5% among 360,000 | inhibition, % at 3 µM | CHO RD-HGA16 TAAR1, Fluo-8 calcium fluorescence, antagonist | Q96RJ0 | AID 624466;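 active means inhibition above a per-plate cutoff, the mean inhibition of test compounds on that plate plus 3 SD, cut at about 49% in these data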;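 further: 0% = DMSO plus EC80 beta-PEA response and 100% = DMSO alone without agonist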
Target sequence (Q96RJ0 whole entry, looked up): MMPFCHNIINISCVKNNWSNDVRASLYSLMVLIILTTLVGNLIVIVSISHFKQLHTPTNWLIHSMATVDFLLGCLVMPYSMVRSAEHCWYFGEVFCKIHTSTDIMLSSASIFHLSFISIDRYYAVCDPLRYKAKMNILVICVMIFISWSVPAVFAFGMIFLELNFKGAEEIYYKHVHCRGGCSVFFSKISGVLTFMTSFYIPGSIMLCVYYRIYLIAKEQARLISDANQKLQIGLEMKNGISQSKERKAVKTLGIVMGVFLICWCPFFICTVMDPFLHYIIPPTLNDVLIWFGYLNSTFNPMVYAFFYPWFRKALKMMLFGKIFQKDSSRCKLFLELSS
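Assay system: CHO-derived RD-HGA16 cells stably expressing human TAAR1 plus Gα16. Timing: 140 s kinetic read after compound, 140 s after agonist. Technique: kinetic Fluo-8 calcium fluorescence measurement. Measure: % inhibition of agonist calcium response.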
CHO parental Ca: signal in parental CHO cells, OX1R antagonist counter-screen. parental CHO-K1, ATP-induced calcium, Fluo-8 fluorescence. inhibition, % at 5.6 µM. hit rate 0.63% among 330,000;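 active means inhibition above that plate's mean sample inhibition plus 3 SD, cut at about 26% in these data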;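 further: 0% = ATP-challenged DMSO wells and 100% = DMSO wells without ATP; some compounds past the cut are filed as inactive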
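Assay system: parental CHO cells; Read-out basis: percent inhibition of ATP-evoked calcium rise, normalized to controls; Benchmarks: ATP and no-ATP DMSO wells; Compound dosing: single nominal dose of 5.6 µM per compound; Signal: Fluo-8 calcium dye fluorescence; Also added: ATP as calcium-mobilizing challenge; Repeats: singlicate.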
CHO-K1 Ca ag: M1 agonist counterscreen hit in parental CHO-K1 cells | AID 602248 | Fluo-8 calcium fluorescence; scaled to maximal ATP response, vehicle zero | activation, % at 3 µM | hit rate 0.48% among 360,000; in the data active means activation above about 15%;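 further: untransfected CHO-K1 host cells lacking M1 receptor as counterscreen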
TAAR1 agonist: agonists of human TAAR1; CHO RD-HGA16 TAAR1, Fluo-8 calcium fluorescence; vehicle wells 0%, saturating PEA agonist 100%; activation, % at 3 µM; hit rate 0.99% among 360,000;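 active means activation above the mean activation of all test compounds in the run plus 3 SD, cut at about 38% in these data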
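Repeats: no replicates (n 1) | Material: CHO-derived RD-HGA16 cells with stable Gα16 and human TAAR1 | Technique: Kinetic Fluo-8 calcium fluorescence | Schedule: 17-24 h seeding, 75 min 37 °C dye, 30 min RT | Evaluation: % activation from peak over basal fluorescence ratio, DMSO-to-PEA scaled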
M1 PAM: human CHRM1 positive allosteric modulation; CHO-K1 hM1, Fluo-8 calcium fluorescence, ACh EC20; 0% = ACh EC20, 100% = maximal ACh; P11229; hit rate 0.088% among 360,000; activation, % at 3 µM; in the data active means activation above about 19%, passing the limit was not always enough
CHO-K1 Ca antag: M1 antagonist counterscreen hit in parental CHO-K1 cells | inhibition, % at 3 µM | ATP-induced calcium, Fluo-8 fluorescence | hit rate 0.6% among 360,000 | AID 602250;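 active means inhibition above a per-plate cutoff, the plate's mean sample inhibition plus 3 SD, cut at about 24% in these data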;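 further: 0% = DMSO plus EC80 ATP and 100% = DMSO alone without ATP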
The depositor's hits bear a star; · = not tested or not shown.

[1] CCOc1ccc(S(=O)(=O)NCCC(=O)OCC(=O)Nc2cc(C)on2)cc1
[2] c1ccc(NCc2cccc3ccccc23)nc1
[3] COc1ccc2[nH]c3c(c2c1)CCN1C(=O)C(CC(=O)NC(C)(C)C)C[C@H](C(=O)N2CCCCC2)[C@@]31CCc1ccccc1 (stereo partly specified)
[4] COc1ccc(CCNC(=O)CSc2nnc3ccccn23)cc1
[5] NS(=O)(=O)c1ccc(NC(=O)COC(=O)C2CCCCC2)cc1
[6] O=c1[nH]cnc2cc(Cl)ccc12
[7] O=C(NCC1CCCO1)Nc1ccccc1 (stereo unspecified)
[8] O=C(Nc1nnc(SCc2ccc(F)cc2)s1)c1cnccn1
Compound,1,2,3,4,5,6,7,8
CHO-K1 Ca PAM,-8,11,21,20,11,1,3,15
M1 antag,-30,-15,-12,-3,9,-8,2,4
CHRM1 agonist,1,-6,-4,-9,0,-4,-2,-7
TAAR1 antagonist,-20,-15,8,-17,8,-17,-2,-9
CHO parental Ca,-5,-13,-28,-4,10,-4,-11,-9
CHO-K1 Ca ag,1.0,1.0,0.6,-0.3,-0.1,0.1,0.5,0.0
TAAR1 agonist,0,-2,-2,0,7,2,10,15
M1 PAM,2,7,9,-4,12,2,-1,-2
CHO-K1 Ca antag,2,-12,-23,-13,3,-1,-4,-18

[9] CCCn1cc(SCC(=O)NCc2ccco2)c2ccccc21
[10] Cc1ccc(C)c(NC(=O)COC(=O)CCC(=O)c2cccs2)c1
[11] COc1cccc(C2=NOC(C(=O)N3CCOCC3)C2)c1 (stereo unspecified)
[12] O=C(CCC(=O)Nc1ccc(F)cc1)N/N=C/c1cccc(Br)c1
[13] CCc1nnc(NC(=O)CSc2nncc(=O)n2N)s1
[14] CCNC(=O)/C(=C/c1ccco1)NC(=O)/C=C/c1ccccc1
[15] COc1ccc2c(=O)c3c(=O)n(-c4ccccc4)c(-c4ccc(C)cc4)nc3oc2c1
[16] CC(=O)N1c2ccc(S(=O)(=O)N3CCC(C(=O)N4CCN(c5ccc(Cl)cc5)CC4)CC3)cc2CC1C (stereo unspecified)
Compound,9,10,11,12,13,14,15,16
CHO-K1 Ca PAM,10,1,-4,17,-3,7,14,10
M1 antag,-12,-6,-3,1,-20,9,-9,16
CHRM1 agonist,-9,-4,-2,-6,1,1,-4,-1
TAAR1 antagonist,-4,-7,6,-4,-16,8,-15,-26
CHO parental Ca,-15,-1,-3,-24,3,-8,-32,8
CHO-K1 Ca ag,-0.4,0.2,-0.1,4.7,0.7,-0.1,0.4,8.0
TAAR1 agonist,-2,0,5,5,1,0,4,1
M1 PAM,12,4,6,4,19,1,5,-9
CHO-K1 Ca antag,-3,-7,-10,-14,1,5,-2,8

Arranged by formula weight (smallest number first): 5 of the compounds above.
[14] CCNC(=O)/C(=C/c1ccco1)NC(=O)/C=C/c1ccccc1
[9] CCCn1cc(SCC(=O)NCc2ccco2)c2ccccc21
[10] Cc1ccc(C)c(NC(=O)COC(=O)CCC(=O)c2cccs2)c1
[15] COc1ccc2c(=O)c3c(=O)n(-c4ccccc4)c(-c4ccc(C)cc4)nc3oc2c1
[16] CC(=O)N1c2ccc(S(=O)(=O)N3CCC(C(=O)N4CCN(c5ccc(Cl)cc5)CC4)CC3)cc2CC1C (stereo unspecified)
Compound,14,9,10,15,16
CHO-K1 Ca PAM,7,10,1,14,10
M1 antag,9,-12,-6,-9,16
CHRM1 agonist,1,-9,-4,-4,-1
TAAR1 antagonist,8,-4,-7,-15,-26
CHO parental Ca,-8,-15,-1,-32,8
CHO-K1 Ca ag,-0.1,-0.4,0.2,0.4,8.0
TAAR1 agonist,0,-2,0,4,1
M1 PAM,1,12,4,5,-9
CHO-K1 Ca antag,5,-3,-7,-2,8

Next section:
[17] NS(=O)(=O)c1ccc(CNC(=O)/C=C/c2ccccc2[N+](=O)[O-])cc1
[18] COc1ccc2c(c1)CCc1c(C(=O)N(C)c3ccccc3)noc1-2
[19] COc1cc(C2c3[nH]c4ccccc4c3C[C@H]3C(=O)N(CCO)CC(=O)N23)cc(OC)c1OC (stereo partly specified)
[20] CC1CCN(S(=O)(=O)c2cccc(C(=O)N(C)C3(C)CCS(=O)(=O)C3)c2)CC1 (stereo unspecified)
[21] C=CCn1c(O)c(N=NC(=S)Nc2ccccc2C)c2cc(S(=O)(=O)N3CCOCC3)ccc21
[22] O=C(NCc1ccccn1)Nc1ccc(Cl)cc1Cl
[23] CC(=O)COc1cc(C)cc2oc(=O)c(C)c(C)c12
[24] CC(=O)Oc1cc(OC(C)=O)c2c(C)cc(=O)oc2c1
Compound,17,18,19,20,21,22,23,24
CHO-K1 Ca PAM,8,13,15,2,14,4,1,17
M1 antag,-2,-4,-16,-4,0,-3,4,-20
CHRM1 agonist,-5,-3,-3,-4,-5,-3,-2,-2
TAAR1 antagonist,9,-11,-5,-18,11,-24,-20,-6
CHO parental Ca,-11,-20,2,-16,-5,-14,-8,15
CHO-K1 Ca ag,0.0,4.8,0.1,0.6,1.1,0.6,-0.2,0.5
TAAR1 agonist,1,1,0,2,4,-1,1,8
M1 PAM,-1,3,12,0,1,10,0,3
CHO-K1 Ca antag,-10,-13,2,-13,-1,-3,2,-9

[25] Cc1ccc(F)cc1NC(=O)Nc1cc(C(C)(C)C)nn1C
[26] Brc1ccc(-c2csc(N3CCCCCC3)n2)cc1
[27] CC1(C)CC(N(Cc2cccs2)C(=O)c2ccco2)CCO1 (stereo unspecified)
[28] Nc1nnc(SCc2ccccc2)n1-c1ccccc1
[29] COc1ccc(CCC(=O)Nc2ccc(C)c(S(=O)(=O)N(C)C)c2)cc1OC
[30] Cc1ccc(OCc2cc(C(=O)N(C)CCc3ccccn3)no2)cn1
[31] CC(OC(=O)c1ccc2c(=O)n3c(nc2c1)CCCCC3)C(=O)Nc1ncc(Cl)cc1Cl (stereo unspecified)
[32] Cc1cccc(C(=O)N[C@H](C(=O)Nc2nc3ccccc3[nH]2)C(C)C)c1
Compound,25,26,27,28,29,30,31,32
CHO-K1 Ca PAM,23,18,14,17,7,-13,-15,16
M1 antag,-6,-14,-15,-11,-3,-10,0,1
CHRM1 agonist,-3,-2,-3,-5,-7,1,2,-5
TAAR1 antagonist,-18,-35,8,7,11,-44,3,-7
CHO parental Ca,9,-11,-11,-8,-14,-6,-6,3
CHO-K1 Ca ag,1.9,0.8,0.5,1.2,10,2.9,2.0,-0.7
TAAR1 agonist,-1,4,3,12,5,12,0,-3
M1 PAM,10,7,5,10,-4,2,6,6
CHO-K1 Ca antag,-9,-9,-10,0,0,-8,12,-8

[33] COCCSc1ccccc1C(=O)N1CCN(c2ccccc2)CC1
[34] CSc1nnnn1-c1ccc(C(=O)OCC(=O)N2CCOCC2)cc1
[35] Cc1cc2[nH]c(=O)c3ccccc3n2n1
[36] CNCc1cc(Br)c(OCC(=O)Nc2ccccc2OC)c(OC)c1
[37] N=C(c1ccc([N+](=O)[O-])cc1)N1CCCCC1
[38] Cc1ccc(S(=O)(=O)CCC(=O)Nc2nnc(-c3ccco3)o2)cc1
[39] NC1=C(O)C(=O)C(c2ccccc2)O1 (stereo unspecified)
[40] CCOc1ccccc1NC(=O)c1ccc(S(=O)(=O)N(C)c2ccccc2)cc1
Compound,33,34,35,36,37,38,39,40
CHO-K1 Ca PAM,-8,16,-7,21,9,-7,15,-6
M1 antag,-13,0,7,-4,5,-10,-5,24
CHRM1 agonist,-7,-2,-2,-15,-1,-2,-3,-6
TAAR1 antagonist,13,1,19,0,21,-17,-9,17
CHO parental Ca,-13,-10,-7,-17,-12,4,-7,-23
CHO-K1 Ca ag,5.2,1.0,0.1,9.8,-0.2,1.6,5.0,0.1
TAAR1 agonist,9,9,-1,5,-1,1,3,0
M1 PAM,8,7,3,6,4,11,4,-10
CHO-K1 Ca antag,-8,-16,8,-14,-1,5,-14,9

[41] CC(Sc1ncnc2sccc12)C(=O)Nc1ccc(S(=O)(=O)N2CCOCC2)cc1 (stereo unspecified)
[42] O=C(NCC(c1ccco1)N1CCN(c2ccccc2F)CC1)c1ccco1 (stereo unspecified)
[43] CCn1c(Cc2ccc(OC)cc2)nnc1SCC(=O)NC1CCCCC1
[44] O=C(CSc1nccn1-c1cccc(Cl)c1)Nc1ccc2c(c1)OCCO2
[45] CC(=O)c1ccc(S(=O)(=O)N2CCN(C(=O)CSc3ccc(F)cc3)CC2)cc1
[46] COc1ccc(NC(=O)N(C)C[C@H]2Oc3c(NS(=O)(=O)c4cccs4)cccc3C(=O)N([C@H](C)CO)C[C@@H]2C)cc1
[47] C=C1c2ccccc2O[C@H](C(=O)OCC)[C@H]1OC
[48] CC1(C)CN(Cc2cccnc2)C(=O)[C@H]1CC(=O)Nc1ccc(Br)cc1
Compound,41,42,43,44,45,46,47,48
CHO-K1 Ca PAM,15,5,9,-5,8,-7,11,-1
M1 antag,-9,-18,-11,0,-2,-11,-15,-10
CHRM1 agonist,-2,-2,0,-2,-10,-1,-1,-5
TAAR1 antagonist,4,-21,-3,10,18,12,-25,5
CHO parental Ca,·,-15,-12,-2,11,-7,-5,·
CHO-K1 Ca ag,5.8,0.8,-0.1,0.6,3.8,-0.1,0.6,0.2
TAAR1 agonist,10,0,10,0,-4,8,0,-1
M1 PAM,7,14,13,3,0,6,13,9
CHO-K1 Ca antag,-21,-5,-1,19,-21,-15,-7,-7

[49] O=C(CCCc1ccccc1)NCc1ccc(Cl)cc1
[50] CCNc1ccc(C(=O)OCC(=O)NC(=O)NCC(C)C)cc1[N+](=O)[O-]
[51] Cc1ccc(Cl)cc1N1C(=O)CC(Sc2ccccc2N)C1=O (stereo unspecified)
[52] CN(C)S(=O)(=O)c1cccc(C(=O)N2CCN(S(=O)(=O)c3ccc4c(c3)OCCO4)CC2)c1
[53] CCC(C)C(NS(=O)(=O)c1ccc(C)cc1)C(=O)O (stereo unspecified)
[54] CCOC(=O)C1=C(O)C(=O)N(c2ccccc2)C1c1cccc([N+](=O)[O-])c1 (stereo unspecified)
[55] CSc1ccc(N2CCN(CCCNC(=O)Nc3ccccc3F)CC2)cc1
[56] CCCCn1c(=N)n(CC(=O)c2ccco2)c2ccccc21
Compound,49,50,51,52,53,54,55,56
CHO-K1 Ca PAM,6,-1,12,-18,7,3,-4,20
M1 antag,-12,-6,-6,5,0,-5,1,-12
CHRM1 agonist,-2,-3,0,-2,-5,-1,-3,-8
TAAR1 antagonist,1,-11,21,2,-10,-68,3,10
CHO parental Ca,-13,-1,·,·,-4,0,-30,-16
CHO-K1 Ca ag,0.3,0.4,1.2,2.2,0.1,1.7,1.1,0.2
TAAR1 agonist,-2,-1,-1,3,7,4,19,7
M1 PAM,10,3,6,-9,0,6,2,10
CHO-K1 Ca antag,-5,-8,0,6,-5,-11,-3,-12
